KCNQ1 pot: human KCNQ1 channel potentiation or activation | P51787 | CHO-K1 KCNQ1, thallium flux FluxOR fluorescence; stronger effect = higher value | B-score at 10 µM | 310,000 compounds, 0.35% hits | AID 2648;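 active means fluorescence ratio B-score, a plate-corrected score, at least three library SD, with initial intensity B-score within 5 SD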
Target sequence (P51787 whole entry, looked up): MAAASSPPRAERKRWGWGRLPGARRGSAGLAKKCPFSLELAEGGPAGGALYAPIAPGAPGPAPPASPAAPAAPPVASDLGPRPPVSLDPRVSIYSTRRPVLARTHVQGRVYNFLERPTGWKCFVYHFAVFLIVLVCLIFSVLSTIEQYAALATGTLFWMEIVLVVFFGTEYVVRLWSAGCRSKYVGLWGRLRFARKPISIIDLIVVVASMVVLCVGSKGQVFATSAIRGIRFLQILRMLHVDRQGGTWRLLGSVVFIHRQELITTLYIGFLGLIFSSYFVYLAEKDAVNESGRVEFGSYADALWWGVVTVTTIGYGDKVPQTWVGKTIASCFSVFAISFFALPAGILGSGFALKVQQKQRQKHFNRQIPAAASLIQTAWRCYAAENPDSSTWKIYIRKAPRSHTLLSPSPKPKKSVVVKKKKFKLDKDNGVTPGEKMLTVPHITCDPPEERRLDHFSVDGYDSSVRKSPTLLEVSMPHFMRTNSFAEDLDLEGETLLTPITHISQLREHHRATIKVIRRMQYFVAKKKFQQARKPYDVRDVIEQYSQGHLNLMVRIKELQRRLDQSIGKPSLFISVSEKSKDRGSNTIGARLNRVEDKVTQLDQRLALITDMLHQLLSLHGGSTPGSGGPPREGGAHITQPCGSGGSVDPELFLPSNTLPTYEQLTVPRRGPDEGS
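assay system = KCNQ1-transfected CHO-K1 cells | medium = assay buffer with matched DMSO | probe or stimulus = depolarizing K+/Tl+ stimulus, K2SO4 and Tl2SO4 each 12.5 mM in 5x stock | dosing = single dose | incubation = dye 90 min, compound 20 min, room temperature | detection = kinetic FluxOR fluorescence, 10 s baseline plus 110 s post-stimulus | evaluation = ratio B score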
hERG rescue: hERG (human) protection from proarrhythmic block; Q12809; CHO-hERG, FluxOR thallium flux, dofetilide IC70 present; activation (rescue from dofetilide block), less the hit threshold, % at 10 µM; 310,000 compounds, 0.51% hits; AID 1511;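 active means activation above the mean of controls blocked by dofetilide plus 5 SD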;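 further: thallium influx through hERG after potassium depolarization seen as dye fluorescence rise; in these data hits start at about 4.7%; inactives centre near -7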
RGS4 inh: inhibitors of human RGS4; P49798; HEK293 M3R/RGS4 inducible, Fluo-4 calcium flux; stronger effect = higher value; triggered by carbachol at its EC20; B-score at 10 µM; 310,000 compounds, 0.45% hits;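 active means B-score, a plate-corrected calcium signal, over three deviations above library mean, with baseline fluorescence within five deviations of library mean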;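 further: RGS4 expression induced by doxycycline in cells with stable M3 receptor; B-score is computed from the integrated fluorescence ratio over baseline after carbachol; higher B-score means a larger calcium signal and so more RGS4 inhibition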
GSK3A inh: blocks human GSK-3 alpha kinase; 320,000 compounds, 0.1% hits; inhibition, % at 10 µM; ADP-Glo luminescence, 60 min; P49840;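 in the data active means inhibition above about 50%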;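 further: GST-tagged GSK-3 alpha with peptide substrate and 25 µM ATP; 0% = DMSO neutral wells and 100% = GW8510 positive control wells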
KCNK3 block: human KCNK3 channel inhibition, primary screen; O14649; CHO-KCNK3 thallium flux, FluxOR fluorescence; stronger effect = lower value; B-score at 10 µM; 340,000 compounds, 0.84% hits; AID 602410;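 active means B-score under library mean minus 4 SD, starting fluorescence ratio at most library mean plus 5 SD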;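 further: more negative B-score means stronger inhibition of thallium flux through KCNK3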
KCNK9 block: inhibitors of human KCNK9 two-pore domain potassium channel. B-score at 10 µM. 310,000 compounds, 1.2% hits. HEK293 KCNK9, FluxOR thallium flux fluorescence; stronger effect = lower value. AID 488922. Q9NPC2;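 active means ratio B-score over 3 SD below the library mean, with starting fluorescence within 5 SD of its mean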;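 further: negative B-score means less thallium flux so channel inhibition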
PolyA inh: yeast polyadenylation inhibition; S. cerevisiae SKY197-pL101 polyadenylation reporter, beta-gal luminescence; efflux-impaired pdr1/pdr3 knockout yeast; score 100 = 6 SD above DMSO; calls only at 12 µM; 300,000 compounds, 0.02% hits; AID 1875;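 active means lowest replicate activity score at least 50, where 100 means six control SD above control mean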;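 further: yeast exposed to compound for 9 h at 30 °C; higher score means more reporter readthrough which indicates perturbed polyadenylation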
GSK3B inh: human GSK3beta kinase inhibition. 300,000 compounds, 0.038% hits. activity score (negative = inhibition), % at 10 µM. GST-GSK3beta kinase, ADP-Glo luminescence, 60 min; stronger effect = lower value;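 active means more than half of replicate wells score below -50%, meaning over 50% inhibition versus plate controls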;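 further: 0% = median DMSO wells and -100% = median GW8510 positive control wells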
Target sequence (P49841 whole entry, looked up): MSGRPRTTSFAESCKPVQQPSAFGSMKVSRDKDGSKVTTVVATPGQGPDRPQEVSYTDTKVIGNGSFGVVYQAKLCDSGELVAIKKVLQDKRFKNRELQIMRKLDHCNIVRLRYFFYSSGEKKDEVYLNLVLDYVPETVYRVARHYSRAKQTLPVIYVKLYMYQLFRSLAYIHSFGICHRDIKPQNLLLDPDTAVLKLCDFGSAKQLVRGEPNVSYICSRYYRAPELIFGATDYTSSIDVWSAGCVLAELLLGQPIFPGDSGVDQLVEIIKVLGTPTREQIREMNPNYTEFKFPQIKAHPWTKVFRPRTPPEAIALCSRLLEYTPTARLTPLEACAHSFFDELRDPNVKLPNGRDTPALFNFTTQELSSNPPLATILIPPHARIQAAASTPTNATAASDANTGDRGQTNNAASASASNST
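Test system: GST-fused GSK3beta enzyme, cell-free | Quantity: 1.6 ng GST-GSK3beta enzyme per well | Reagent: 25 µM ATP with peptide substrate | Schedule: 60 min enzyme reaction, room temperature | Signal: Luminescent ADP-Glo measurement of ADP formed | Read-out basis: Score relative to plate controls | Control set: DMSO and 20 µM GW8510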
RGS4 pot: RGS4 potentiation or activation; HEK293 M3R/inducible RGS4, carbachol calcium flux Fluo4; stronger effect = lower value; B-score at 10 µM; AID 463111; 310,000 compounds, 0.92% hits;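 active means B-score of the integrated calcium signal more than 4 SD below the library mean, with starting fluorescence not abnormally high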;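 further: negative B-score means reduced calcium response which marks RGS4 activation or potentiation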
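Assay system: Inducible-RGS4 HEK293 cells carrying M3 receptor | Schedule: Compound preincubation 20 min at room temperature before agonist | Signal: Kinetic calcium fluorescence imaging with Fluo4-AM dye, 2 µM | Read-out basis: B score from integrated fluorescence ratio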
KCNQ1 inh: blocks the human KCNQ1 potassium channel | 310,000 compounds, 1.3% hits | CHO-K1 KCNQ1, FluxOR thallium flux fluorescence; stronger effect = higher value | B-score at 10 µM | P51787;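 active means compounds whose thallium flux B-score, printed positive for inhibition, exceeds three library SD while starting fluorescence stays within three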;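 further: channel opened by potassium depolarization with thallium stimulus after 20 min compound exposure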
Dyrk1A ADPGlo: blocks rat Dyrk1A kinase activity; Q63470; ADP-Glo luminescence, NFATc1 peptide; inhibition, % at 12.5 µM; 310,000 compounds, 0.43% hits; in the data active means inhibition above about 50%;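 further: plate controls were vehicle with enzyme for no effect and no enzyme for full effect; many of its hits are not listed in these tables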
Numbers without * were called inactive; i = inactive; · = no result given. This is a subset. The share of hits here may be higher or lower than overall.

Results follow in this order: KCNQ1 pot	hERG rescue	RGS4 inh	GSK3A inh	KCNK3 block	KCNK9 block	PolyA inh	GSK3B inh	RGS4 pot	KCNQ1 inh	Dyrk1A ADPGlo
- O=C1CSC(c2ccccc2[N+](=O)[O-])N1CCc1ccccc1 (configuration not stated)
    i	-12	i	·	i	i	i	-1	i	i	4
- Cc1ccc(NC(=O)CCC(=O)N/N=C/c2ccccc2O)cc1
    i	-13	i	0	i	i	i	0	i	i	2
- Cc1csc(NC(=O)c2cc(=O)[nH]c3ccc(S(=O)(=O)N4CCOCC4)cc23)n1
    i	-8	i	2	i	i	i	-1	i	i	·
- Cc1ccc(NC(=O)CN(Cc2ccco2)Cc2ccccc2O)cc1C
    i	-13	i	-1	-12*	-15*	i	0	i	6*	1
- COc1ccc(C2Nc3ccccc3NC3=C2C(=O)CC(C)(C)C3)cc1 (configuration not stated)
    i	-10	i	-2	i	i	i	-3	i	i	-1
- C=CCNC(=O)c1onc(CSc2cccc(OC)c2)c1C(=O)NCC=C
    i	-4	i	2	i	i	i	1	i	i	5
- COc1ccccc1CC(=O)NCCc1c[nH]c2ccccc12
    i	-2	i	-3	i	i	i	5	i	i	1
- C=C(C)CNC(=S)NNC(=O)c1ccc(Br)cc1
    i	-5	i	-3	i	i	i	2	i	i	-9
- O=C(COc1ccc(F)cc1Cl)Nc1nc(-c2ccccn2)cs1
    i	-10	i	2	i	i	i	1	i	i	-1
- CCCCCCCNC(=O)C1(CC2CC(c3ccc(Cl)cc3)=NO2)CCN(C(=O)c2ccccc2)CC1 (configuration not stated)
    i	-10	i	1	i	i	i	2	i	i	3
- CCC1CCCCN1C(=O)Cn1c(=O)n(CCC(=O)NCc2ccco2)c(=O)c2sccc21 (configuration not stated)
    i	-6	i	0	i	i	i	0	i	i	-7
- COc1ccccc1OCc1ccc(C(=O)NN)cc1
    i	-11	i	1	i	i	i	-1	i	i	-9
- Cc1ccccc1OCC(=O)NC(=S)Nc1ccc(N2CCOCC2)c(Cl)c1
    i	-7	i	0	i	i	i	2	i	i	-6
- Cc1cc(C)c(C)c(S(=O)(=O)N2CCN(CC(=O)c3c(N)n(Cc4ccccc4)c(=O)n(C)c3=O)CC2)c1C
    i	-8	i	8	i	i	i	3	i	i	-4
- O=C(COC(=O)CCSc1ccccc1Cl)Nc1ccc(F)cc1F
    i	-5	i	-3	i	i	i	-1	i	i	0
- CC(C)(C)OC(=O)NCCCCCc1nnc(SCc2c(F)cccc2Cl)o1
    i	-9	i	-1	i	i	i	0	i	i	0
- O=c1c2ccccc2nnn1CCN1CCOCC1
    i	-12	i	1	i	i	i	-1	i	i	2
- COc1ccc(-n2nc(C(=O)NCC(=O)NCCc3ccc(OC)c(OC)c3)c3ccccc3c2=O)cc1Cl
    i	-12	i	2	i	i	i	0	i	i	4
- Cc1cnc(C(=O)OCC(=O)Nc2cc(Cl)cc(Cl)c2)cn1
    i	2	i	-4	i	i	i	1	i	i	-5
- Nc1[nH]ncc1-c1ccccc1
    i	-5	i	·	i	i	i	-1	i	i	-5
- Cc1ccc2cc(C#N)c(SCC(=O)NCC3CCCO3)nc2c1 (configuration not stated)
    i	-6	i	-5	i	i	i	0	i	i	2
- COc1ccc(C#Cc2c(-c3ccc(OC)cc3)oc3ccc(-c4ccc(OC)cc4)cc23)cc1
    i	-9	i	-4	i	i	i	1	i	i	5
- CC(C)(C)n1ncc2c(=O)n(CC(=O)NCCc3ccccc3)cnc21
    i	0	i	-1	i	i	i	-3	i	i	7
- CC(C)C[C@H](NC(=O)c1[nH]cnc1C(=O)N[C@H](C)c1ccccc1)C(=O)OCc1ccccc1
    i	-6	i	0	i	i	i	1	i	i	4
- COCCNC(=O)c1ccc2c(=O)n(CCCN3CCCC3=O)c(=S)[nH]c2c1
    i	-11	i	-3	i	i	i	4	i	i	-1
- CCN(CC)CCCNC(=O)c1nn(-c2ccc(OC)cc2OC)c(=O)c2ccccc12
    i	-2	i	-1	i	i	i	7	i	i	-4
- COc1cccc(OCCOCCNCCO)c1
    i	-4	i	-2	·	i	i	3	i	i	·
- N#Cc1ccc(/C=C2\CCCCn3c2nc2cc(C(=O)O)ccc2c3=O)cc1
    i	-8	i	8	i	i	i	0	i	i	0
- CC1C(=O)CCCCCCCCCC2C1(N1CCOCC1)CS2(=O)=O (configuration not stated)
    i	-11	i	-2	i	i	i	1	i	i	3
- CC(=O)Oc1ccc2c(=O)oc(-c3ccccc3C)nc2c1
    i	-7	i	1	i	i	i	-2	i	i	16
- O=C1CC(c2ccsc2)c2cc3c(cc2N1)OCCO3 (configuration not stated)
    i	-6	i	-2	i	i	i	3	i	i	-1
- COc1ccccc1C1C2=C(N=C3SCC(=O)N31)c1ccccc1CC2 (configuration not stated)
    i	-4	i	-3	i	i	i	1	i	i	3
- COc1cc(OC)c(C2C(C#N)=C(C)NC(C)=C2C#N)c(C(=O)O)c1
    i	-3	i	-3	i	i	i	1	i	i	-10
- CC(C)(C)c1nc(SCC(=O)NNC(=O)c2ccccc2)c2ccccc2n1
    i	-5	i	-1	i	i	i	-3	i	i	2
- CC1=CC(=O)C(C(C)C)=C/C1=N/OC(=O)c1cccc([N+](=O)[O-])c1
    i	-2	i	1	i	i	i	2	i	i	-1
- CCCCN(C(=O)CSCc1c(C)noc1C)c1c(N)n(CCCC)c(=O)[nH]c1=O
    i	-8	i	-2	i	i	i	1	i	i	-5
- CCc1ccc(NC(=O)C2CCN(C(=O)N3CCOc4ccccc43)CC2)cc1
    i	-18	i	-5	i	i	i	-4	i	i	2
- COc1cc(NC(=O)c2c3c(nc4ccccc24)CCC3)cc(OC)c1
    i	-12	i	-2	i	i	i	15	i	i	-1
- Cc1ccc(N2C(=O)[C@@H]3[C@H](C2=O)C2CCCN2[C@@H]3C(=O)c2ccccc2)cc1 (some centres not stated)
    i	-12	i	·	i	i	i	3	i	i	1
- CC(C)Oc1ccc(CCC(=O)N/N=C/c2ccc3c(c2)OCO3)cc1
    i	-6	i	0	i	i	i	13	i	i	2
- O=C(COc1ccc2c(c1)CCC2)N1CCN(c2cccc(C(F)(F)F)c2)CC1
    i	-4	i	0	i	i	·	3	i	i	0
- CCN1CCN(S(=O)(=O)c2ccc(Cl)c(C(=O)N(C)Cc3cccc(Cl)c3Cl)c2)CC1
    i	-7	i	-1	i	i	i	0	i	i	2
- CN=CC1=C(O)CC(C)(C)CC1=O
    i	-8	i	-1	i	i	i	-2	i	i	-2
- C=CCOc1ccc(CNCCO)cc1OCC
    i	-10	i	1	i	i	i	-1	i	i	-5
- CCOC(=O)C1(C)/C(=N/Nc2ccc(S(N)(=O)=O)cc2)C(=O)C(=O)N1c1ccccc1 (configuration not stated)
    i	-11	i	-3	i	i	i	4	i	i	2
- COc1ccc(CCNC(=O)c2noc(C(C)C)c2[N+](=O)[O-])cc1OC
    i	-7	i	-1	i	i	i	-2	i	i	-2
- Cc1c(C(=O)NC2=NCCS2)cccc1[N+](=O)[O-]
    i	2	i	0	i	i	i	-2	i	i	-1
- CCC(C)NC(=O)CSc1nnc(-c2cc(-c3ccc(C)cc3)nc3ccccc23)n1N (configuration not stated)
    i	-5	i	-2	i	i	i	-2	i	i	2
- O=C(O)c1cc(S(=O)(=O)N(Cc2ccccc2)c2ccc(Cl)cc2)ccc1Cl
    i	-5	i	-7	i	i	i	4	i	i	0
- CC1(C)Cc2c(sc3nc4n(c(=O)c23)CCC4)CO1
    i	-15	i	-3	i	i	i	-3	i	i	3
- O=C(NC1=NCCS1)c1cccc(Br)c1
    i	-3	i	-3	i	i	i	3	i	i	5
- O=C(NCc1ccco1)C(=O)NCC1OCCN1S(=O)(=O)c1cc(F)ccc1F (configuration not stated)
    i	-9	i	0	i	i	i	-2	i	i	4
- Cc1noc(C)c1S(=O)(=O)N1CCC(C(N)=O)CC1
    i	-4	i	1	i	i	i	-1	i	i	-1
- O=C(COc1ccc(S(=O)(=O)N2CCCC2)cc1)NCc1ccccn1
    i	-11	i	-1	i	i	i	·	i	i	5
- CCN(CC(=O)Nc1c(F)cccc1F)C(=O)CSc1nc(C)cc(C)n1
    i	-3	i	0	i	i	i	4	i	i	4
- CC(C)(C)C(=O)NC1CCN(C(=O)N2CCCC2)CC1
    i	-4	i	0	i	i	i	3	i	i	-1
- COc1ccc(C(=O)CN2CCN(S(=O)(=O)c3cccc([N+](=O)[O-])c3)CC2)cc1
    i	-9	i	2	i	i	i	3	i	i	-7
- CC(NC(=O)c1sc2cc([N+](=O)[O-])ccc2c1Cl)C(C)(C)C (configuration not stated)
    i	-8	i	-1	i	i	i	-3	i	i	7
- CC(Cl)C(=O)NNc1cccc(Cl)n1 (configuration not stated)
    i	-7	i	1	i	i	i	3	i	i	1
- O=C(Nc1nc2c(Cl)ccc(Cl)c2s1)C1CC1
    i	-8	i	1	i	i	i	5	i	i	9

Additional results follow.
Results follow in this order: KCNQ1 pot	hERG rescue	RGS4 inh	GSK3A inh	KCNK3 block	KCNK9 block	PolyA inh	GSK3B inh	RGS4 pot	KCNQ1 inh	Dyrk1A ADPGlo
- COc1ccc(C2C(C(=O)c3sc(C)nc3C)=C(O)C(=O)N2CCCn2ccnc2)cc1OC (configuration not stated)
    i	-21	i	-1	i	i	i	-1	i	i	-3
- Cc1ccc(/C=C/C(=O)OCc2nc(N)nc(Nc3ccccc3C)n2)o1
    i	-15	i	0	i	i	i	-4	i	i	·
- CCOc1ccc2[nH]c(C)c(CN3CCN(C)CC3)c(=O)c2c1
    i	-9	i	1	i	i	i	0	i	i	1
- CCO/N=C(/C)c1c(O)cc(C(C)(C)C)n(-c2ccccc2)c1=O
    i	-6	i	-1	i	i	i	0	i	i	0
- CCCCCn1c(=O)[nH]c2c(c1=O)CCC2
    i	-8	i	1	i	i	i	1	i	i	8
- CCOc1ccc(N2C(=O)CC(Sc3nnnn3-c3ccccc3)C2=O)cc1 (configuration not stated)
    i	-6	i	·	i	i	i	-3	i	i	-4
- Cc1ccc(C(=O)NCC(=O)Nc2ccncc2)cc1C
    i	-11	i	-1	i	i	i	-1	i	i	-1

Screening results (PubChem)
